Compound activity deposited in PubChem by several laboratories.
CF NFkB block = inhibitors of cystic fibrosis induced NF-kB | inhibition, % at 5 µM | hit rate 0.86% among 360,000 | KKLEB NF-kB-GFP reporter, PAF-induced, GFP fluorescence overnight | AID 588850;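 active = at least 50% inhibition at 5 µM, scaled per plate between neutral and stimulator controls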;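 note: PAF is a Pseudomonas aeruginosa culture filtrate used as stimulus; plate controls were PAF-stimulated DMSO wells for no effect and unstimulated DMSO wells for full effect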
Shn3 3UTR inh = Schnurri-3 reporter inhibition in Clone20 osteoblasts. inhibition, % at 12.5 µM. Clone20 osteoblast Shn3 3'UTR firefly luciferase, 24 h. AID 588674. hit rate 0.52% among 360,000;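 active = mean inhibition of at least 75% with every replicate also reaching 75%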;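 note: 0% = median of neutral control wells and 100% = pilot-screen positive control compound; some compounds past the cut are filed as inactive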
NR2E3 ag-1 = NR2E3 (human) agonism; AID 2300; GST-NR2E3/biotin-RetCOR TR-FRET, 1536-well; Q9Y5X4; hit rate 0.12% among 320,000; inhibition of corepressor binding, % at 4.78 µM;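 active = percent inhibition above the cutoff of mean plus 3 SD of all tested compounds, set per screening campaign, cut at about 20% in these data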;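 note: 0% = DMSO wells and 100% = biotin wells as full block of FRET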
Target sequence (Q9Y5X4 whole entry, looked up): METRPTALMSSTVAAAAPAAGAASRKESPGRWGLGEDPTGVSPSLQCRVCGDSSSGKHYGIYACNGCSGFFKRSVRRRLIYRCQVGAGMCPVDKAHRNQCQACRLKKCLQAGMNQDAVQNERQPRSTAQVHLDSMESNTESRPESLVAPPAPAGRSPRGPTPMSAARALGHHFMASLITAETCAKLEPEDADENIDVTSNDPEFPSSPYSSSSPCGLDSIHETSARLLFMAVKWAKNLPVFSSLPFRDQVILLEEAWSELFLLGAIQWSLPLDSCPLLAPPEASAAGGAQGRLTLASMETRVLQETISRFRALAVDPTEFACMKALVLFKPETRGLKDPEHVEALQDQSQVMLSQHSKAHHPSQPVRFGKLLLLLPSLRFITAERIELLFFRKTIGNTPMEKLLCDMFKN
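system = GST-tagged NR2E3 plus biotinylated RetCOR corepressor | input = 1.35 nM GST-NR2E3 | also added = 7 nM biotin-RetCOR | schedule = 5 h incubation at 4 °C | measured by = TR-FRET with europium anti-GST and streptavidin-D2, 340 nm excitation | read-out = percent loss of FRET ratio relative to control wells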
KKLEB tox = counter-screen for CF NF-kB inhibitors: cytotoxicity; KKLEB CF airway cells viability, ATPlite luminescence, overnight; hits give low values; cells stimulated with P. aeruginosa culture filtrate; activity change (cytotoxicity), % at 5 µM; hit rate 0.36% among 360,000;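 active = corrected activity change at or below -50% at 5 µM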
Peg3 promoter = inhibitors of Peg3 promoter | HeLa PEG-Prom luciferase reporter, luminescence, overnight | inhibition, % at 20 µM | hit rate 1.7% among 360,000 | AID 588405;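 active = inhibition of at least 50% at 20 µM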
NR2E3 ag-2 = human photoreceptor-specific nuclear receptor agonism; Q9Y5X4; CHO-S Gal4-NCOR/VP16-NR2E3 two-hybrid, luciferase; inhibition of corepressor binding, % at 3.98 µM; hit rate 0.35% among 360,000; AID 602229;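 active = inhibition above the mean of all tested compounds plus 3 SD, cut at about 70% in these data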;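 note: 0% = DMSO with NR2E3 transfected cells and 100% = cells lacking NR2E3 construct; higher means lower luciferase signal from less NR2E3 corepressor binding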
MITF TRPM1 inh = MITF TRPM1 promoter inhibition in SK-MEL-5 cells. hit rate 0.83% among 330,000. inhibition, % at 12.5 µM. SK-MEL-5 TRPM1 promoter luciferase, 24 h;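 active = mean inhibition across replicates of 60% or more, whatever share of single replicates reaches that level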; note: values of inactives mirror those of a sister screen read the other way
TWEAK-Fn14 inh = TWEAK-Fn14 signaling inhibition; AID 1159606; TWEAK-stimulated Fn14 reporter cells, luciferase luminescence, 8 h; inhibition, % at 10 µM; hit rate 2% among 360,000; in the data active = inhibition above about 50%
HIF-2a inh = blocks HIF-2a reporter activity; 786-0 RCC cells HIF-2a reporter, luciferase luminescence, overnight; inhibition, % at 18.8 µM; hit rate 0.72% among 360,000; AID 624352;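 active = inhibition of the luminescence signal of 40% or more relative to plate controls, in a single-dose primary screen at 18.75 µM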
TRAIL sens C8 = caspase-8 TRAIL sensitization | NB7+C8 cells + TRAIL, ATPlite viability luminescence | hit rate 1% among 360,000 | inhibition (viability loss, TRAIL sensitization), % at 10 µM;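 active = compounds causing at least 50% loss of cell viability in the single-dose screen, relative to plate controls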
TROY signal inh = TROY signaling inhibition; Q293 LMP1-TROYcd NF-kB luciferase reporter, 4 h; inhibition, % at 10 µM; hit rate 0.98% among 360,000;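 active = compounds whose plate-normalised and pattern-corrected inhibition of the luciferase reporter signal at the single screening dose is 50% or more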
Active calls of the source: *; nt = no result given.

SMILES	CF NFkB block	Shn3 3UTR inh	NR2E3 ag-1	KKLEB tox	Peg3 promoter	NR2E3 ag-2	MITF TRPM1 inh	TWEAK-Fn14 inh	HIF-2a inh	TRAIL sens C8	TROY signal inh
O=C(N/N=C/c1ccccc1O)/C(=C/c1ccccc1)CCO	-17	35	0	-7	-68	-50	-15	-20	-67	51*	-33
O=C(NNc1nc2ccccc2s1)c1ccccc1F	-2	7	2	-2	-45	5	-29	3	-72	-27	69*
O=C(O)C1=C[C@H](c2cccs2)C[C@H](OCCCCO)O1	-4	6	0	1	-12	-12	2	0	4	-2	-7
CCc1ccc(OCc2cnc(Cl)s2)cc1	14	-44	3	-7	-119	-28	-67	-1	-239	5	-54
CCOc1cc(/C=C2\CN(CC)C/C(=C\c3ccc(O)c(OCC)c3)C2=O)ccc1O	87*	97*	0	-40	110*	-24	93*	100*	93*	5	35
CC/C=C/C(=O)N1CC2(CC(c3cccc(NC(=O)c4ccccc4)c3)=NO2)C[C@@H]1C(N)=O (stereo partly drawn)	7	7	0	-1	-3	-37	8	-5	-5	-14	-15
CC(C)NC(=O)CSCc1c(Cl)cccc1Cl	-7	15	-3	4	-32	-18	-4	-3	-21	2	-10
O=S1(=O)N[C@H](c2ccccc2)C[C@H](c2ccc(C(F)(F)F)cc2)O1	-14	-32	2	13	11	-13	10	-17	5	-23	0
C=CCN1N=C(/C=C/c2ccc(OC)cc2)CCC1=O	3	-24	-1	-2	-155	-43	-86	-13	-216	-7	-43
O=C(COC(=O)c1cc(=O)[nH]c2ccccc12)NCc1cccc(Cl)c1	20	-6	4	3	20	2	2	-19	6	7	15
COCCN(C(=O)c1ccccc1F)c1nnc(-c2ccc(OC)cc2)s1	7	-39	-2	4	-124	-63	-35	-5	-153	15	28
O=C(CCc1nnc(C2CCCCC2)o1)NCCCOc1cccnc1	-7	-5	1	11	-16	-2	2	17	-1	7	-13
CCc1cc(/C(Cc2ccccn2)=N\Nc2ccccc2)c(O)cc1O	13	-2	0	-9	-48	-7	5	15	-37	-16	-5
O=C(c1ccccc1-c1nc(-c2ccc(F)cc2)no1)N1CCCC1	-4	-1	3	-5	24	0	23	7	-4	-5	-3
O=C(N/N=C/c1cccc([N+](=O)[O-])c1)c1cccc(Br)c1	5	-19	4	-8	-98	-16	-66	-22	-103	11	-30
COc1ccc(-c2ccnc(-c3ccc(O)cc3)n2)cc1	5	-12	-5	-11	-78	-75	-4	7	-170	-24	-22
O=C(Cc1ncc(C(F)(F)F)cc1Cl)NNc1cccc(F)n1	29	11	2	-24	12	-20	-7	15	2	-6	-31
COCCCNC(=O)CCCn1c(=O)c2ccccc2n(Cc2cccc([N+](=O)[O-])c2)c1=O	-7	10	-1	1	16	-2	12	3	2	-7	9
Cc1cc(C)c(Nc2ncnc(N)n2)c(C)c1	-30	4	5	22	-14	-3	3	-5	14	9	8
O=C(O)C1C2C=CC(O2)C1C(=O)NCCc1cccc(Cl)c1 (stereo not drawn)	12	24	7	2	8	-10	4	10	-3	-1	-7
COc1ccc(CC(=O)OCc2csc(CC(=O)Nc3ccc(C)cc3)n2)cc1	15	1	nt	-5	-23	-5	-20	1	-28	-24	-13
CC(=O)Nc1ccc(NC(=O)CCNS(=O)(=O)c2cccc3nsnc23)cc1	10	-6	-1	-28	16	-4	3	0	8	4	8
CCc1nc(N)nc(N)c1-c1ccc(N(C)Cc2ccccc2)c([N+](=O)[O-])c1	4	83	nt	2	34	36	39	68*	25	70*	47
CC(NCC(=O)NC(=O)NC1CCCC1)c1ccc(Cl)cc1Cl (stereo not drawn)	-14	2	-5	-3	11	-27	5	-7	6	-1	-3
O=C(C1CC(=O)N(C2CCCC2)C1)N1CCN(c2ccccc2F)CC1 (stereo not drawn)	-12	11	1	-11	6	5	nt	6	1	0	0
CCOC(=O)C1=C(C)NC2=C(C(=O)C(C(=O)OC)C(C)C2)C1c1ccc(OC)c(O)c1 (stereo not drawn)	-7	7	-2	13	17	-26	5	-5	13	3	-9
CC(=O)Nc1ccc(S(=O)(=O)NC2(C(F)(F)F)C(=O)Nc3c2c(=O)[nH]c(=O)n3C)cc1 (stereo not drawn)	7	-23	2	-3	6	-27	-6	-17	-11	-11	1
CC(=O)N(/N=C1\Sc2ccccc2C1=O)c1cccc(C)c1	26	-47	19	-25	-306	-36	4	12	-271	3	-15
CCN(CC)C(=O)CCSc1nnc(-c2ccco2)o1	1	-1	2	0	-49	-40	-31	-8	-59	-10	-14
COC(=O)c1cc(-c2ccccc2)nc2nc(SC)[nH]c(=O)c12	16	-1	2	-10	-18	-22	7	20	3	-11	-8
S=C(Nc1ccccn1)NC1CCCC1	14	9	2	-3	5	-2	20	5	7	8	26
CCCc1cc(=O)oc2c(C)c(OC(C)C(=O)NCCN3CCOCC3)ccc12 (stereo not drawn)	3	14	2	9	6	-3	-3	1	12	-7	-6
O=C1COc2ccc3ccccc3c2CN1	5	5	5	-11	0	20	5	-2	17	-3	1
O=C1NC(c2ccccc2)=N/C1=C/c1ccco1	-4	3	-9	-10	-211	-60	-54	-19	-169	24	-53
C=CCc1cccc(CNc2nc3ccccc3n2CCC)c1O	-13	16	2	-18	26	-9	4	16	-1	-14	0
Cc1cc(OC(=O)c2ccccc2Br)cc(=O)n1C	-10	-15	4	1	18	-5	8	3	4	6	38
Cc1nnc(SCc2cc(=O)[nH]c(N3CCN(C)CC3)n2)s1	-6	-15	-4	-2	1	-15	0	7	16	-4	5
COc1ccc(CC(=O)Nc2nc3n(n2)C(c2ccccc2)CC(=O)N3)cc1OC (stereo not drawn)	1	-18	-2	9	6	12	5	0	20	-3	7
COc1cc(NC(=O)CCc2nnc3ccc(N4CCN(c5cccc(OC)c5)CC4)nn23)cc(OC)c1	40	-11	1	-13	-6	-4	-20	-25	6	-6	5
CCCn1c(=O)c2c(nc3n2CCN3Cc2ccco2)n(C)c1=O	-12	-2	-4	6	13	1	-8	17	9	-11	-13
Cc1ccc(N(CCC#N)C(=O)CSc2nnc3ccccn23)cc1	2	-3	1	-1	0	-3	4	10	18	-11	5
CCOC(=O)c1c(C)[nH]c(C(=O)OC(C)C(=O)NC2CCCCC2C)c1C (stereo not drawn)	4	4	2	18	12	-6	15	-7	12	-1	11
COc1ccc(CCNC(=O)CSc2nc(C)cs2)cc1	-7	-5	-1	3	-7	3	-9	-11	14	-4	17
CCOc1ccc(-c2nnc(SCC(=O)N(CC)CC)n2N)cc1	4	1	3	5	9	-7	0	-3	20	-2	-10
O=C(Nc1cccc(S(=O)(=O)N2CCCC2)c1)c1cc(-c2ccccn2)nc2ccccc12	-37	14	3	-1	31	-15	-22	25	25	-5	5
O=C(O)c1oc2ccccc2c1CSCc1ccccc1	4	-7	-2	7	12	-8	-2	-26	30	-6	1
Cc1noc(C)c1S(=O)(=O)N1CCC(C(=O)N2CCN(c3ccc(Cl)cc3)CC2)CC1	-13	18	4	6	18	9	8	-4	12	14	2
COc1cc(C(=O)NC(=S)Nc2ccccc2[N+](=O)[O-])cc(OC)c1OC	-10	13	1	8	0	-7	5	8	-9	-4	12
c1coc(C2=NC(c3ccco3)C(c3ccco3)N2)c1 (stereo not drawn)	-12	-25	nt	4	-68	-29	-19	64*	-128	-13	9
Cc1nc(SCC(=O)Nc2ccc(C)c(F)c2)c2oc3ccccc3c2n1	30	18	2	-16	27	-11	0	-8	10	25	17
Cc1cc(OCC(=O)Nc2ccncc2)ccc1Br	-5	55	3	-11	-33	7	-1	88*	-45	4	nt
Fc1ccc(N2CCN(C(c3cccs3)c3nnnn3C3CCCC3)CC2)cc1 (stereo not drawn)	-7	22	2	-3	31	-4	0	5	-2	-6	-17
Cc1cccc(C(=O)O/N=C(\N)Cc2cccc3ccccc23)c1	12	6	1	-2	15	-13	11	-18	-6	30	-19
O=C(Nc1nnc(-c2cccnc2)o1)c1ccccc1Cl	5	10	-2	-5	-4	1	5	-7	12	-13	6
CC1(C)CC2CC(C)(CN2C(=O)c2ccccc2)C1 (stereo not drawn)	4	33	6	-5	9	-6	4	-3	14	3	8
O=C(O)CCC(NC(=O)OCc1ccccc1)C(=O)O (stereo not drawn)	12	14	1	3	2	-3	-1	-6	13	3	-13
Cc1ccc(NC(=O)CSC(C)C(=O)OCC(=O)N2CCN(C(=O)c3ccco3)CC2)cc1 (stereo not drawn)	7	-13	-4	13	-7	-17	8	-15	0	4	48
Cc1ccn2cc(C(=O)N3CCCC(Nc4ccc(F)cc4)C3)nc2c1 (stereo not drawn)	-4	-20	6	1	-10	-11	11	-3	-10	4	-11
O=C(CCc1nc2ccccc2[nH]c1=O)OCC(=O)N1CCc2ccccc21	11	2	4	-5	12	-27	11	0	6	-5	11
CCCS(=O)(=O)N1CCCC(C(=O)NCCCN(C)Cc2ccccc2)C1 (stereo not drawn)	-4	10	5	-3	4	-24	-9	11	30	-6	0
Other records follow:
SMILES	CF NFkB block	Shn3 3UTR inh	NR2E3 ag-1	KKLEB tox	Peg3 promoter	NR2E3 ag-2	MITF TRPM1 inh	TWEAK-Fn14 inh	HIF-2a inh	TRAIL sens C8	TROY signal inh
O=C(O)c1ccc2c(c1)CCC2	6	8	5	18	-1	-11	5	-12	6	-6	-20
O=C(COc1ccccc1Cl)Nc1ccccc1C(=O)N1CCCCC1	-16	-48	1	11	-125	-85	-41	-9	-158	-3	-35
C=CCn1c(=N)c(S(=O)(=O)c2ccc(C)c(C)c2)cc2c(=O)n3ccccc3nc21	16	16	1	-10	29	-13	5	-2	6	-34	0
COc1ccc(OCc2ccc(-c3nc4ccccc4c(=O)n3N)o2)cc1	5	-77	-1	-2	-226	-114	-60	12	-187	7	-33
COc1ccc(-c2cc(C(F)(F)F)nc(SCCC(=O)N3CCOCC3)n2)cc1	-7	5	-4	-11	9	-15	11	-11	-2	5	-6
COC(=O)N(C)C[C@@H]1OCc2cnnn2CCCC(=O)N([C@@H](C)CO)C[C@H]1C	-10	-5	nt	3	-15	26	nt	0	-1	5	1
O=C(Nc1ccc(F)cc1)Nc1ccccc1C(=O)NCCN1CCNC1=O	5	-5	4	-1	-2	-31	nt	-10	-2	-1	8
COc1ccc(C(=O)N(NC(=O)Oc2ccccc2)C(C)(C)C)cc1	-8	8	4	3	3	22	-9	22	21	28	-5

Compound profiles, as listed above.
`Cc1cc(OC(=O)c2ccccc2Br)cc(=O)n1C` is listed as CF NFkB block = -10; Shn3 3UTR inh = -15; NR2E3 ag-1 = 4; KKLEB tox = 1; Peg3 promoter = 18; NR2E3 ag-2 = -5; MITF TRPM1 inh = 8; TWEAK-Fn14 inh = 3; HIF-2a inh = 4; TRAIL sens C8 = 6; TROY signal inh = 38
`O=C(COc1ccccc1Cl)Nc1ccccc1C(=O)N1CCCCC1` is listed as CF NFkB block = -16; Shn3 3UTR inh = -48; NR2E3 ag-1 = 1; KKLEB tox = 11; Peg3 promoter = -125; NR2E3 ag-2 = -85; MITF TRPM1 inh = -41; TWEAK-Fn14 inh = -9; HIF-2a inh = -158; TRAIL sens C8 = -3; TROY signal inh = -35

These rows are one share of the data; count on the stated rates, not on these rows.
